Mcl1-Bid inh – disrupts binding of human Mcl-1 to Bid peptide | inhibition, % at 21.7 µM | AID 1021 | actives 0.97% (n = 220,000) | TR-FRET Mcl-1/Bid-Dy647 peptide binding, 1536-well | Q07820;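 active means compounds that cut the binding signal by more than half at the single screening dose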;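 further: His-tagged Mcl-1 with europium anti-His antibody binding Bid BH3 peptide; 0% = Mcl-1 plus peptide wells and 100% = peptide-only wells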
Target sequence (Q07820 whole entry, looked up): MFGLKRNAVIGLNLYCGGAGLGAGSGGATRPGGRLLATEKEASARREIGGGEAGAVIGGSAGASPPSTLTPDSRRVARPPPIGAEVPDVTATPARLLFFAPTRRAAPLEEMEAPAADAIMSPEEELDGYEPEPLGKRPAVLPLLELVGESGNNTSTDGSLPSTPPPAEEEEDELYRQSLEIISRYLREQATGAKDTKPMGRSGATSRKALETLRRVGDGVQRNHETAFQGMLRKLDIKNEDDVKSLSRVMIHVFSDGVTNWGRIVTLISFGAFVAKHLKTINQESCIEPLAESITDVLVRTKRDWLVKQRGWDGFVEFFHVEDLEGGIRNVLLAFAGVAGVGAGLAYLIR
Rac1 wt modul – human Rac1 wildtype GTP binding, inhibitors and activators; P63000; GST-Rac1 beads, fluorescent GTP binding, flow cytometry; actives lie on both sides; 0 = cold GTP competed, 100 = untreated; GTP binding activity (% of control), % at 10 µM; actives 0.27% (n = 190,000);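 active means GTP binding activity at least 20 points away from the 100% control level, either lower or higher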
Avidin bead fluor – compound fluoresces at 488/530 nm on avidin beads | compound fluorescence 488/530 nm, flow cytometry; stronger effect = higher value | actives 0.38% (n = 220,000) | fluorescence (KMESF) at 10 µM; in the data active means fluorescence above about 47; further: inactives centre near 10
Cdc42 wt GTP – human Cdc42 wildtype GTP binding change, either direction; GST-Cdc42 beads, Bodipy-GTP binding, flow cytometry; actives lie on both sides; P60953; percent activity (GTP binding), % at 10 µM; actives 0.2% (n = 190,000);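 active means percent activity GTP binding at least 20 points away from the 100% baseline, either down as inhibitor or up as activator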;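 further: median bead fluorescence of bound Bodipy-FL-GTP at 100 nM; 0% = excess unlabeled GTP control and 100% = no compound control; below 100% means less GTP binding so inhibitor and above means activator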
Target sequence (P60953 whole entry, looked up): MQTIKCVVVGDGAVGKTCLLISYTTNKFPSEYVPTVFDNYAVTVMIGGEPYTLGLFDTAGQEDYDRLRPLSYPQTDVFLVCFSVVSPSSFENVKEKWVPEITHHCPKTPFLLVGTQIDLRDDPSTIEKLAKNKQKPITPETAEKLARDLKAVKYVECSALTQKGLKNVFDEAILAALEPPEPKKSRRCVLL
Mcl1-Noxa inh – disrupts binding of human Mcl-1 to Noxa peptide | Q07820 | TR-FRET Mcl-1/Noxa peptide binding, 2 h | inhibition, % at 21.7 µM | actives 1.5% (n = 220,000);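 active means compounds that cut the protein-peptide binding signal by more than 50% relative to plate controls in a single-dose test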;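 further: His-tagged Mcl-1 with rhodamine Noxa BH3 peptide and terbium anti-His antibody; 0% = Mcl-1 plus Noxa peptide wells and 100% = peptide-only wells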
HRas wt GTP bind – changes GTP binding to wildtype human HRas | P01112 | GST-Ras wt beads, Bodipy-FL-GTP binding, flow cytometry; actives lie on both sides | GTP binding activity, % at 10 µM | actives 0.14% (n = 190,000) | AID 759;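 active means GTP binding activity at least 20% away from the 100% baseline, either lowered as inhibitor or raised as activator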;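 further: 0% = unlabeled GTP competition control and 100% = no-compound control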
Target sequence (P01112 whole entry, looked up): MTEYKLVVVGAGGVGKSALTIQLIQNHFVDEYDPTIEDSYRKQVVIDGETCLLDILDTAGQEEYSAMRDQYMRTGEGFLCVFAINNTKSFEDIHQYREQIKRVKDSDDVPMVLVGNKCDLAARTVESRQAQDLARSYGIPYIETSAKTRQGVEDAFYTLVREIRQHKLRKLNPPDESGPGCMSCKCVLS
Rac1 mut GTP – human Rac1 activated mutant GTP binding change | P63000 | GST-Rac1 activated beads, fluorescent GTP binding, flow cytometry; actives lie on both sides; 100% means binding = to untreated wells | percent activity (GTP binding), % at 10 µM | actives 0.11% (n = 190,000);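 active means GTP binding at least 20 percentage points away from the 100% baseline, in either direction, so actives lie on both sides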
Rab7 wt modul – dog Rab7 wildtype GTP binding, inhibitors and activators; GST-Rab7 beads, fluorescent GTP binding, flow cytometry; actives lie on both sides; untreated = 100%, excess cold GTP = 0%; GTP binding activity (percent of control), % at 10 µM; actives 0.055% (n = 190,000);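 active means fluorescent GTP binding to Rab7 beads changed by at least 20 points from the 100% baseline, either direction, mostly lower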;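 further: median green fluorescence of bound Bodipy-FL-GTP per Rab7 bead population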
Rab2A wt mod – changes GTP binding to wildtype dog Rab2A, up or down. P61105. GST-Rab2 wt beads, Bodipy-GTP binding, flow cytometry. GTP binding activity, % at 10 µM. actives 0.19% (n = 190,000);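 active means GTP binding activity at least 20 points away from 100%, either lowered or raised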;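 further: 0% = beads with excess unlabeled GTP and 100% = no-compound control corrected for plate trend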
Pf gamet viab – inhibitors of late stage P. falciparum gametocyte viability. P. falciparum stage V gametocytes, ATP luminescence, 24 h. inhibition, % at 10.9 µM. actives 0.065% (n = 150,000). AID 743093;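 active means inhibition above the mean plus 3 SD of compounds within the control limits, set per campaign, cut at about 38% in these data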;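 further: 0% = DMSO wells and 100% = medium only without gametocytes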
GSH fluor – GSH bead compound fluorescence profile; GSH beads flow cytometry, compound fluorescence 488/530 nm; stronger effect = higher value; fluorescence (KMESF) at 10 µM; actives 0.25% (n = 190,000); AID 1776; in the data active means fluorescence above about 89;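 further: glutathione beads carrying GST-tagged Bcl family fusion proteins plus one bare bead set; values are compound well signal with DMSO vehicle wells as background; inactives centre near 16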
The depositor's hits bear a star; / = not tested or not shown.

SMILES	Mcl1-Bid inh	Rac1 wt modul	Avidin bead fluor	Cdc42 wt GTP	Mcl1-Noxa inh	HRas wt GTP bind	Rac1 mut GTP	Rab7 wt modul	Rab2A wt mod	Pf gamet viab	GSH fluor
CC(C)(C#CCN1CCCCC1)OCCOC(c1ccccc1)c1ccccc1	-31.0	101.0	6	96.0	-13.3	98.0	100.0	97.0	99.0	/	18
CCOc1cc(C2CC(=O)N3CN(C4CCCCC4)CSC3=C2C#N)ccc1O (stereo not given)	-39.6	100.0	3	100.0	57.0*	98.0	96.0	96.0	99.0	/	23
COc1ccc(CNC(=O)CCCNS(=O)(=O)c2cccc3nonc23)cc1	-21.4	102.0	5	103.0	11.1	99.0	99.0	99.0	99.0	/	33
O=C(CO/N=C/c1ccc(OC(F)F)cc1)NCc1cccs1	-12.1	100.0	16	97.0	8.1	100.0	102.0	99.0	100.0	/	10
CN(C)S(=O)(=O)c1ccc(Cl)c(C(=O)Nc2cccc([N+](=O)[O-])c2)c1	-7.5	95.0	8	96.0	-3.9	96.0	95.0	109.0	98.0	-14.1	12
COc1cc(-c2nnc(SCc3cccnc3)n2C)cc(OC)c1O	-72.2	104.0	6	102.0	8.9	101.0	99.0	97.0	99.0	14.8	25
CCC1CCCCN1C(=O)CSc1nnc(CNC(=O)c2cc(OC)c(OC)c(OC)c2)o1 (stereo not given)	-10.5	102.0	34	101.0	5.1	99.0	98.0	98.0	99.0	/	16
CC1(C)SC(=Nc2ccccc2)N(S(=O)(=O)c2ccccc2)C1=O	-18.2	101.0	5	100.0	5.8	99.0	98.0	100.0	98.0	-2.4	9
CC(NC(=O)c1cncc(Br)c1)c1ccc(S(N)(=O)=O)cc1 (stereo not given)	-34.1	100.0	8	103.0	-14.6	102.0	100.0	96.0	103.0	/	71
O=C1OCCC1Sc1nc2ccccc2c(=O)n1Cc1ccccc1 (stereo not given)	-12.9	100.0	13	101.0	-7.5	100.0	97.0	106.0	101.0	5.0	13
CCOC(=O)Nc1sc(=S)n(C)c1C	-31.3	103.0	38	98.0	17.1	99.0	97.0	100.0	96.0	/	29
CC/C(O)=C1\C(=O)CC(C)(C)CC1=NCCc1nc2ccccc2[nH]1	-15.0	106.0	13	107.0	0.1	102.0	98.0	107.0	104.0	12.9	10
O=P(Cc1ccncc1)(c1ccccc1)c1ccccc1	0.2	113.0	6	106.0	-1.6	104.0	101.0	103.0	102.0	/	16
CC(C)NC(=S)N/N=C/C1=CCC2CC1C2(C)C (stereo not given)	0.4	103.0	10	100.0	18.4	98.0	99.0	100.0	99.0	10.4	20
CCCc1cc(=O)[nH]c(SCCOc2ccc(OCC)cc2)n1	1.4	99.0	7	98.0	-8.4	97.0	96.0	97.0	95.0	-6.8	40
CC(SCc1ccccc1)C(=O)N/N=C/c1ccc2c(c1)OCO2 (stereo not given)	-4.5	98.0	6	96.0	15.1	98.0	97.0	95.0	99.0	15.5	14
Cc1ccccc1NC(=O)c1ccccc1NC(=O)c1ccco1	-31.5	103.0	14	101.0	3.2	101.0	99.0	101.0	100.0	/	34
CC(C)(C)c1ccc(C(=O)OCC(=O)Nc2sc3c(c2C#N)CCC3)cc1	-7.5	103.0	12	101.0	-6.9	100.0	101.0	102.0	99.0	18.9	11
COc1ccccc1OCc1ccc(C(=O)NCc2ccco2)o1	-23.9	103.0	12	106.0	12.0	104.0	101.0	105.0	104.0	/	15
CN(C)S(=O)(=O)c1ccc(C(=O)NCC(=O)N/N=C/c2cccs2)cc1	-0.8	100.0	14	102.0	-4.8	101.0	95.0	107.0	107.0	/	71
O=C(CSCc1ccccc1Br)N/N=C/c1ccc2c(c1)OCO2	-55.5	99.0	21	101.0	-3.9	96.0	95.0	97.0	92.0	/	10
CCN(Cc1ccccc1)C(=O)CN1C(=S)NC(C)(C)CC1C (stereo not given)	-67.2	106.0	10	108.0	1.1	103.0	103.0	100.0	103.0	18.7	20
CC(C)C(=O)NC(=S)Nc1ccccn1	-17.7	109.0	12	99.0	-1.8	100.0	98.0	104.0	100.0	5.3	28
COc1cc(C(=O)NCCCNc2nc3cc(C)cc(C)c3cc2C#N)cc(OC)c1OC	-4.3	94.0	35	94.0	3.5	93.0	91.0	93.0	91.0	/	12
COc1ccc(-c2cc(C(F)(F)F)n3nc(C(=O)O)cc3n2)cc1OC	-34.2	77.0*	20	81.0	18.7	86.0	85.0	84.0	80.0	-27.1	7
C/C(=C\c1ccc(C)o1)C(=O)c1c(C)cc(C)[nH]c1=O	-44.0	99.0	6	94.0	7.5	98.0	93.0	93.0	99.0	-4.6	11
CCC(=O)N(Cc1ccco1)c1nc(-c2ccc(OC)cc2)cs1	4.0	112.0	5	100.0	15.5	99.0	99.0	98.0	96.0	/	16
COc1cc(O)c2c(=O)cc(-c3ccccc3)oc2c1	-2.6	97.0	6	95.0	-0.1	96.0	94.0	102.0	97.0	/	19
CCCCCn1c(=S)[nH]c2ncccc2c1=O	-24.6	102.0	14	104.0	23.0	104.0	99.0	98.0	105.0	-21.3	65
CCOC(=O)/C(=C/c1ccc(F)cc1)NC(C)=O	-3.2	103.0	11	101.0	13.1	99.0	97.0	98.0	98.0	-22.7	10
CCn1c(Cc2c(C)[nH]c3ccccc23)nnc1SCC(=O)NCc1ccco1	-28.9	100.0	3	97.0	1.1	95.0	94.0	96.0	95.0	5.5	16
CCOC(=O)N1CCN(S(=O)(=O)c2ccc3c(c2)CCN3C(=O)C2CC2)CC1	-7.6	108.0	11	105.0	-0.2	105.0	101.0	108.0	109.0	-5.1	14
COc1cc([N+](=O)[O-])ccc1NC(=O)CSc1nc2ccccc2n1-c1ccccc1	-64.3	102.0	12	100.0	-7.1	99.0	99.0	101.0	98.0	16.6	5
COC(=O)c1sc(NC(=O)CSc2nnc(C(C)C)n2C)nc1C	-14.2	108.0	5	105.0	15.4	104.0	101.0	102.0	101.0	-29.4	42
COc1ccc(CCNC(=O)COc2ccc(C)nc2[N+](=O)[O-])cc1	-15.9	101.0	10	95.0	-0.6	96.0	93.0	106.0	98.0	5.4	13
Cc1cccc(NC(=O)c2sc3nc(-c4ccc(F)cc4)cn3c2C)n1	-44.9	109.0	33	105.0	-12.7	104.0	100.0	104.0	102.0	-18.9	14
CC(C)CN(Cc1c(O)ccc2ccccc12)CC(C)C	-37.1	102.0	10	100.0	18.2	99.0	96.0	105.0	98.0	-3.4	18
COc1ccc(-c2[nH]c(-c3ccccc3)nc2SCC(=O)Nc2nccs2)cc1	-5.7	102.0	/	99.0	7.2	98.0	97.0	96.0	98.0	/	17
COc1ccc(C(C)(C)C)cc1S(=O)(=O)n1ccnc1C	-31.3	95.0	10	96.0	6.9	94.0	95.0	96.0	95.0	23.2	13
COc1cccc(CNC(C)(C)CO)c1OCc1ccc(Cl)cc1	-8.0	98.0	6	96.0	17.4	94.0	92.0	94.0	96.0	/	14
O=C(Cc1ccccc1)N1CCCC1c1ccccc1 (stereo not given)	-2.4	97.0	6	99.0	5.0	97.0	95.0	95.0	95.0	-15.0	45
COc1ccc(C(=O)C2CCCN(Cc3c[nH]c4ccccc34)C2)c(OC)c1 (stereo not given)	-29.6	99.0	3	93.0	1.7	98.0	95.0	103.0	97.0	/	9
CCCC(C)NC(=O)Cc1ccc(Br)cc1 (stereo not given)	-15.4	105.0	11	103.0	-11.1	103.0	102.0	99.0	102.0	-35.9	15
CC(C)N1C(=O)C2C(c3ccccc3O)NC(C)(C(=O)O)C2C1=O (stereo not given)	-42.1	105.0	8	105.0	12.2	104.0	101.0	103.0	104.0	/	21
CNC(=S)Nc1ccc2[nH]c(=O)[nH]c2c1	-22.9	99.0	9	99.0	13.1	97.0	95.0	104.0	98.0	-19.9	20

Printed as active in Mcl1-Noxa inh, among the entries above:
structure | Mcl1-Bid inh | Rac1 wt modul | Avidin bead fluor | Cdc42 wt GTP | Mcl1-Noxa inh | HRas wt GTP bind | Rac1 mut GTP | Rab7 wt modul | Rab2A wt mod | GSH fluor
CCOc1cc(C2CC(=O)N3CN(C4CCCCC4)CSC3=C2C#N)ccc1O (stereo not given) | -39.6 | 100.0 | 3 | 100.0 | 57.0* | 98.0 | 96.0 | 96.0 | 99.0 | 23

The list goes on:
SMILES	Mcl1-Bid inh	Rac1 wt modul	Avidin bead fluor	Cdc42 wt GTP	Mcl1-Noxa inh	HRas wt GTP bind	Rac1 mut GTP	Rab7 wt modul	Rab2A wt mod	Pf gamet viab	GSH fluor
CCOC(=O)c1cc(=O)n2nc(-c3ccc(C)cc3)nc2s1	-28.2	103.0	10	100.0	20.8	99.0	97.0	99.0	97.0	6.4	25
CCOC(=O)c1cnc2ccc(OCC)cc2c1N(C)Cc1ccccc1	-2.5	100.0	12	93.0	17.6	100.0	97.0	96.0	97.0	9.9	9
CCOC(=O)CSc1nnc([C@H](C)NC(=O)OC(C)(C)C)o1	-23.0	103.0	10	102.0	-0.6	99.0	96.0	95.0	95.0	-8.2	9
COc1ccccc1N(CC(=O)Nc1cccnc1)S(=O)(=O)c1ccccc1	-25.5	108.0	19	108.0	-23.6	105.0	102.0	103.0	107.0	7.3	27
O/N=C1/CCc2nonc2/C1=N/O	-35.5	104.0	17	103.0	5.7	101.0	98.0	98.0	101.0	-27.0	13
COc1ccc(/C=N/Nc2nnc(-c3ncc[nH]3)c3ccccc23)cc1	-13.1	109.0	39	107.0	23.9	102.0	103.0	101.0	102.0	/	10
Cc1cccc(C(=O)NC2=NCCS2)c1	-8.3	98.0	9	95.0	3.5	96.0	94.0	103.0	100.0	-5.9	11
CCOc1ccc(CCNC(=O)c2ccc(CNS(=O)(=O)c3ccccc3)cc2)cc1OCC	-14.6	98.0	13	98.0	0.1	100.0	100.0	97.0	99.0	-7.1	22
O=C1CSC(c2ccc(Cl)cc2)N1Nc1nc(N2CCOCC2)nc(N2CCOCC2)n1 (stereo not given)	-18.4	96.0	7	95.0	11.7	96.0	92.0	105.0	98.0	5.9	13
CC(CCc1ccco1)NC(=O)Cn1ncc2c1-c1ccccc1OC2 (stereo not given)	19.9	103.0	13	99.0	25.2	99.0	98.0	99.0	98.0	/	11
CC(C)NC(=O)CC(=O)N/N=C/c1ccc(F)cc1	-3.1	99.0	14	101.0	17.9	102.0	101.0	104.0	104.0	/	22
C/C(N)=N\S(=O)(=O)c1ccc(Cl)cc1	-6.7	100.0	22	100.0	1.6	98.0	97.0	99.0	98.0	-5.0	22
COc1ccc(C(C(=O)Nc2ccc(C(C)C)cc2)N(C)C(=O)CNC(C)=O)cc1 (stereo not given)	-5.7	101.0	7	99.0	3.8	101.0	98.0	100.0	99.0	/	34
Cn1c(CC2C(=O)Nc3ccc(Br)cc32)nc2ccccc2c1=O (stereo not given)	-2.8	101.0	8	102.0	5.9	102.0	102.0	97.0	103.0	/	25
COC(=O)c1c(NC(=O)CN2C(=O)NC3(CCc4ccccc4C3)C2=O)sc2c1CCCCC2 (stereo not given)	4.1	94.0	4	92.0	-49.5	93.0	92.0	97.0	89.0	7.5	24
CCOC(=O)CSc1nc(C)cc(C)n1	-37.8	109.0	10	104.0	-9.4	105.0	100.0	107.0	102.0	-27.3	44

Compound activity from PubChem BioAssay.
